Screening data (PubChem)
N370S GC = qHTS Assay for Inhibitors and Activators of N370S glucocerebrosidase as a Potential Chaperone Treatment of Gaucher Disease. Potency, µM (series often up to 59.4 µM), inactives show at the top dose activity change, negative = inhibition, most hits filed as inhibitors. Lysosomal acid glucosylceramidase (Homo sapiens), P04062. N370S GC spleen homogenate, 4MU-glucoside fluorescence. actives 0.092% (n = 330,000);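 also: 0% = full enzyme activity and -100% = no enzyme basal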
FEN1 inhibitor = qHTS Assay for the Inhibitors of Human Flap endonuclease 1 (FEN1) | P39748 | Recombinant FEN1 flap cleavage, fluorescence, 15 min | Potency, µM (highest dose often 114 µM), for inactives: at the top dose activity change, negative = inhibition, actives largely listed as inhibitors | actives 0.35% (n = 390,000) | AID 588795, 2011; also: nearly all actives have a fitted effect of over 65% in size
Target sequence (P39748 whole entry, looked up): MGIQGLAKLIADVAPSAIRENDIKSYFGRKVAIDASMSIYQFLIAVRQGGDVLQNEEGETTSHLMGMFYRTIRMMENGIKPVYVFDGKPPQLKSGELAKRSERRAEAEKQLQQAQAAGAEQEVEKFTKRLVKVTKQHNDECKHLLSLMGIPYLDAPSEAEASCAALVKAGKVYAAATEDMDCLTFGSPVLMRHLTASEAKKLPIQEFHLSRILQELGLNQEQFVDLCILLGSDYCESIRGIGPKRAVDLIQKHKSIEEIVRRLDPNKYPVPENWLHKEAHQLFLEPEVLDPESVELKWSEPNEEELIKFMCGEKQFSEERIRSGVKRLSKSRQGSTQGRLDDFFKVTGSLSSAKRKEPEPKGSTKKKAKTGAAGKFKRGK
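Steps: FEN1 (10 nM) dispensed; compound added by pin tool; 15 min at room temperature; substrate added to 50 nM final; reads at 0 min and 15 min; data normalized and fitted (four-parameter Hill).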
TDP1 inh = qHTS Assay for Inhibitors of Tyrosyl-DNA Phosphodiesterase (TDP1); AID 485290, 2010; recombinant TDP1, AlphaScreen DNA substrate cleavage; actives 0.28% (n = 350,000); Potency, µM (doses to about 130 µM), for the others: top-dose activity change, negative = inhibition, actives largely listed as inhibitors; Tyrosyl-DNA phosphodiesterase 1 (Homo sapiens), Q9NUW8; also: nearly all actives have a fitted effect of over 40% in size
Target sequence (Q9NUW8 whole entry, looked up): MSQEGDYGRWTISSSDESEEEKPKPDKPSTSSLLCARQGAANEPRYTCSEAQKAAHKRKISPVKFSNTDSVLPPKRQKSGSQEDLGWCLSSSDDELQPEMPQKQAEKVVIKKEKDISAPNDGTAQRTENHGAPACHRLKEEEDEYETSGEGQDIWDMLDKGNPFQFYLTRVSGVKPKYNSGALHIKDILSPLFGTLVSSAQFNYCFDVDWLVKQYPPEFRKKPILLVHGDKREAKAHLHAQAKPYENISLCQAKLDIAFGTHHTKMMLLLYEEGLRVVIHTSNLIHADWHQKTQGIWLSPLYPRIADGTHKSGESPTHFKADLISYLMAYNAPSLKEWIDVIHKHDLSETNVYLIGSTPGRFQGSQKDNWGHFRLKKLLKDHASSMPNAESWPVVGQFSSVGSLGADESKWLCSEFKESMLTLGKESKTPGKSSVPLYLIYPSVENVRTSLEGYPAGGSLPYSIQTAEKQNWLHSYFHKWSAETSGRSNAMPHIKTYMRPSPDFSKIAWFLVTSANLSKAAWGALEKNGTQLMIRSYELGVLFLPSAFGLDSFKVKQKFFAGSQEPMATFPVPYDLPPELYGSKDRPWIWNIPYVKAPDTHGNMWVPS
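AlphaScreen read-out: signal falls as enzyme removes the 3' tyrosine-FITC from a 5'-biotinylated DNA oligo (15 nM, 5 min, RT). Enzyme was E. coli-made recombinant Tdp1 at 1 nM, exposed to compound for 15 min beforehand; beads 10 ug/ml, 10 min.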
Numbers without * were called inactive; ? = inconclusive; nt = no result given; & = joins results of further samples; [ ] = another dose, or the depositor's remark. Calls follow the shape of the dose curve; as a rule, active = well fitted curve in the direction sought with a large enough effect; inconclusive = small, poorly fitted or top-dose-only effect, or another doubt; inactive = no such curve, though single readings can be large; an effect the other way counts as inactive or inconclusive. Unless noted, % is scaled to controls: 0 for no effect and ±100 for the full control effect; potency is read from the fitted curve at half-maximal effect. Rows were taken by chance, and some 0.53% of all compounds hit somewhere here.

SMILES	N370S GC	FEN1 inhibitor	TDP1 inh
O=[N+]([O-])c1ccc(/C=N/n2c(COc3ccccc3)n[nH]c2=S)cc1	3%	9%	10%
COc1cc(/C=N/n2c(C3CCCCC3)n[nH]c2=S)cc(OC)c1O	-10%	-13%	nt
CCOc1ccc(OCC)c(NC(=O)C2CCCN(c3nc(C)cc(C)n3)C2)c1 (stereo not given)	0%	8%	1%
CN(CC(=O)NC1CCCCC1)S(=O)(=O)c1ccc2c(c1)c(=O)n(C)c(=O)n2C	3%	-2%	7%
CCc1ccccc1N1CC(c2nc3ccccc3n2CCCCOc2ccccc2)CC1=O (stereo not given)	nt	-6%	8%
O=C(CCc1nc2ccccc2c(=O)[nH]1)OCC(=O)N1CCc2ccccc21	-4%	2%	-1%
Cc1ccc(SCC(c2ccccc2)N2CCN(CC(C)C)CCC2=O)cc1 (stereo not given)	-1%	-10%	10%
CC(=O)c1ccc(NC(=O)C[n+]2cccc(C)c2)cc1	0%	3%	2%
CCOC(=O)C1=C(C)NC2=C(C(=O)c3ccccc32)C1c1cccnc1 (stereo not given)	2%	7%	2%
CSc1ccc(C(=O)C2CCCN(C(=O)c3ccc4c(c3)no[n+]4[O-])C2)cc1 (stereo not given)	0%	5%	nt
CCOC(=O)C1CCN(C(=O)c2n[nH]c(=O)c3ccccc23)CC1	5%	0%	3%
COc1ccc(CN2CCCC(C(=O)N3CCCCC3)C2)cc1 (stereo not given)	-5%	-3%	nt
COc1ccc(S(=O)(=O)CC2(O)CCN(C(=O)CC(C)C)CC2)cc1	9%	-2%	12%
CCOC(=O)N1CCC(n2c(SCC(=O)N3CCC(C)CC3)nc3ccccc3c2=O)CC1	13%	-12%	1%
CC(Sc1nnc2ccc3ccccc3n12)C(=O)Nc1ccc(Cl)cc1 (stereo not given)	nt	20%	-8%
COCCN1CCN(C(=O)C2CCC(=O)N(Cc3ccccc3OC)C2)CC1 (stereo not given)	-3%	1%	3%
COC(=O)C1CCN(C(=O)COC(=O)CC(NC(N)=O)c2ccc(Cl)cc2)CC1 (stereo not given)	10%	1%	1%
Cc1cccc(/C=N/N2CCN(c3ccccc3)CC2)c1	2%	3%	5%
CCc1nn(CC(=O)N2CCN(C)CC2)c(=O)c2cccn12	0%	-6%	nt
Cc1ccc(-n2ncc3c(=O)n(CC(=O)NC4CCCC4)cnc32)cc1C	9%	6%	3%
COC(=O)c1ccc(/C=C2/SC(=S)N(CCC(=O)NCCCN3CCOCC3)C2=O)cc1	-13%	2%	nt
S=C(NCC1CCCO1)Nc1ccccc1 (stereo not given)	5%	3%	5%
CCCCCNc1nc2c(-c3ccccc3)nnn2c2ccccc12	nt	19%	4%
Cn1c(SCc2ccccc2F)nc2c([nH]c3ccccc32)c1=O	nt	12%	3%
CCS(=O)(=O)c1ccccc1C(=O)Nc1ccc(-c2nc3ccccc3s2)cc1	nt	1%	3%
CS(=O)(=O)N(CC(=O)N/N=C/c1ccccc1C(=O)O)c1cccc(Cl)c1Cl	0%	-2%	4%
Cc1c(CNC(=O)c2cnn3c2NC(c2ccccc2)CC3C(F)(F)F)cnn1C (stereo not given)	-2%	-9%	4%
CCOc1ccc(NC(=O)c2sc3nc(-c4ccc(OC)cc4)cn3c2C)cc1	nt	-9%	-3%
CCOc1ccccc1N1CC(C(=O)N(Cc2nnc(-c3ccccc3Cl)o2)C2CC2)CC1=O (stereo not given)	8%	-1%	1%
O=C(O)c1cccc(Cn2cc(Br)cn2)c1	-3%	3%	0%
O=C(O)C1CC1C(=O)Nc1cc(F)ccc1F (stereo not given)	-8%	-13%	-5%
CSc1nsc(SCC(=O)N2CCc3ccccc32)n1	6%	-12%	0%
O=C(O)c1cc2n(n1)C(C(F)(F)F)CC(c1ccccc1)N2 (stereo not given)	?	-4%	-5%
Cc1cc(C)n2nc(SCC(=O)Nc3cc(Cl)ccc3C)nc2n1	nt	-14%	-2%
CCN(CC)S(=O)(=O)c1cccc(C(=O)NC(Cc2c[nH]c3ccccc23)c2nnc3n2CCC3)c1 (stereo not given)	-12%	-4%	3%
O=C(NC1CC1)c1nc2c(nnn2Cc2ccccc2Cl)c(=O)[nH]1	2%	-2%	-4%
CCC1(C)Cc2c(C#N)c(N)n(N)c(=S)c2CO1 (stereo not given)	-6%	-11%	7%[56.1 µM]
Cn1c(SCC(=O)c2ccc3c(c2)Cc2ccccc2-3)nnc1-c1ccccc1	-6%	-6%	-8%
COc1ccc(CCNc2oc(-c3cccc4ccccc34)nc2P(=O)(OC)OC)cc1OC	?	-6%	6%
CCCn1c(SCC(=O)Nc2ccccc2Cl)nc(O)cc1=O	-3%	-1%	0%
O=C(NCCc1ccccc1)C1CCC(=O)N1CCc1ccccc1 (stereo not given)	-3%	-8%	nt
Cc1ccc(Nc2nc(CSc3nnc(-c4ccccc4)n3C)cs2)cc1	?	-20%	8%
NC(=O)c1cc[n+](Cc2ccccc2Cl)cc1	-1%	-3%	nt
CCOc1ccc(NC(=O)Cn2cc(C(=O)c3ccc(OCC)cc3)c(=O)c3cc4c(cc32)OCCO4)cc1	nt	-7%	6%
Cc1ccc(-n2c(COCC(=O)O)nc3cccnc32)cc1	nt	-2%	-1%
CCC(CO)Oc1cc(NC(=O)c2ccc(OC)cc2)c2ncn(C(C)C)c2c1 (stereo not given)	nt	3%	-3%
CC(C)COc1ccc(C(=O)N2CCCCC2CCN2CCOCC2)cc1 (stereo not given)	nt	-5%	2%
Cn1nc(C(=O)OCC(=O)Nc2ccc(C(N)=O)cc2)c2ccccc2c1=O	nt	11%	1%
O=C(NC(=S)NC1CCSC1=O)c1ccc([N+](=O)[O-])cc1 (stereo not given)	-17%	nt	7%
CCCCn1c(N)c(N(CC(C)C)C(=O)c2cccc(S(=O)(=O)N(C)c3ccc(C)cc3)c2)c(=O)[nH]c1=O	-20%	-3%	nt
O=C(c1ccccc1)c1nc[nH]c1C(=O)Nc1ccccn1	-13%	5%	5%
Cc1occc1-c1nnc(SCC(=O)N(C)c2ccccc2)n1C	-2%	2%	nt
C=Cc1ccc(Cn2c(C(=O)O)c(CNCc3ccccc3)c3ccc(OC)cc32)cc1	nt	-16%	5%
Cc1ccccc1N1C(=O)C2CCCN2C1=S (stereo not given)	nt	18%	3%
COc1cc(SC)ccc1C(=O)N(CC(=O)Nc1ccccc1Br)Cc1ccco1	4%	-8%	-7%
COc1ccc(OC)c(NC(=O)Nc2cccc(Cn3cccn3)c2)c1	2%	-16%	6%
COc1ccc2c(-c3ccccc3)cc(SC(C)C(N)=O)nc2c1 (stereo not given)	15%	5%	3%
O=C(Nc1ccc(Cl)cc1Cl)c1ccc2ncsc2c1	3%	-8%	nt
O=C(Nc1nc2ccccc2[nH]1)NC1CCCCC1	-10%	-5%	2%[56.1 µM]
CCOC(=O)c1c(-n2cnnn2)sc2c1CCCC2	1%	16%	0%

An excerpt of these results, bar-delimited.
SMILES | N370S GC | FEN1 inhibitor | TDP1 inh
Cc1ccccc1N1C(=O)C2CCCN2C1=S (stereo not given) | nt | 18% | 3%
COc1cc(SC)ccc1C(=O)N(CC(=O)Nc1ccccc1Br)Cc1ccco1 | 4% | -8% | -7%

Continuation:
SMILES	N370S GC	FEN1 inhibitor	TDP1 inh
O=C(Nc1c2c(nn1-c1ccc(F)cc1)CS(=O)(=O)C2)c1ccc(S(=O)(=O)N2CCOCC2)cc1	6%	0%	5%
CCC1(CC)NC(=O)N(CC(=O)OCC(=O)c2cc(C)c(C)cc2C)C1=O	-5%	-7%	-3%
CCOC1(OCC)N=C(N)C2(C#N)C(c3ccc(NC(C)=O)cc3)C12C#N (stereo not given)	0%	0%	1%
CC(=O)c1cccc(NCC(=O)Nc2cc(S(=O)(=O)N3CCCCC3)ccc2C)c1	0%	-15%	2%
Cc1ccc(/C=C2/NC(=O)N(c3ccccc3)C2=O)o1	5%	-2%	8%
O=C(CCc1ccccc1)NNC(=S)NC(=O)c1ccc(Cl)cc1	4%	-15%	10%
CC(C)N(C)S(=O)(=O)c1ccc(NC(=O)C2=COCCO2)cc1	nt	15%	1%
O=C(CC1C(=O)NCCN1Cc1ccccc1C(F)(F)F)NC1CCCCCC1 (stereo not given)	-17%	-20%	3%
CCCC(CCC(=O)Nc1ccc(C(=O)OC)cc1)C(=O)O (stereo not given)	-5%	1%	-2%[56.1 µM]
Cc1ccc2c(c1)[C@H]1[C@H](CO2)[C@H](c2ccccc2)[C@]2(C)C(=O)Nc3ccc(Br)cc3C(=O)N12	nt	-2%	1%
O=S(=O)(Nc1ccc(-c2csc(-c3ccccc3)n2)cc1)c1ccccc1	-7%	-3%	-3%
COc1ccc(C(=O)NNc2ncnc3c2cnn3-c2ccccc2)cc1	nt	-17%	5%
C/C(COc1ccccc1)=N\NC(=O)c1nnn(-c2nonc2N)c1CSc1ccccc1	-28%	?	5%
O=c1ccc(-c2ccc(S(=O)(=O)Nc3ccc(F)cc3)s2)n[nH]1	?	-13%	3%
CC(C)(Oc1ccc(Cl)cc1)C(=O)Nc1ccc(-c2nc3ncccc3o2)cc1	nt	-4%	2%
CC(C)C(C)(C#N)NC(=O)CSc1nc2scc(-c3ccc(F)cc3)c2c(=O)n1Cc1ccccc1 (stereo not given)	-10%	-13%	5%
CC(C)(C)c1nn(-c2ccccc2)c2[nH]c(=O)c(CNCc3ccco3)cc12	-3%	-8%	5%
Cc1cccc(CCNC(=O)C2CCC(CNS(=O)(=O)c3c(C)cc(C)cc3C)CC2)c1 (stereo not given)	nt	7%	-3%
COc1cc(NS(=O)(=O)c2ccc(NC(=S)NC(=O)c3cccs3)cc2)nc(OC)n1	1%	-1%	0%
CCOC(=O)/C(=N\Nc1ccc(OC)cc1)c1csc(Nc2ccccc2)n1	nt	-13%	8%
CC(C)(C)c1cnnn1-c1ccc(/C=N/Nc2ccc([N+](=O)[O-])cc2)cc1	-6%	-24%	1%
Cc1nnc(SCC(=O)NCc2ccc3c(c2)OCO3)[nH]c1=O	-17%	0%	4%
Cc1ccc(NC(=O)C2CCCN2S(=O)(=O)c2ccc3nc(-c4ccccc4)[nH]c3c2)cc1F (stereo not given)	nt	-8%	-3%
Cc1ccc(NC(=O)CSc2ccc(-c3ccccn3)nn2)cc1F	8%	11%&-3%	2%&0%
N#Cc1ccsc1NC(=O)CN1CCOCC1	0%	-12%	0%
O=C(c1cccc(F)c1)N1CCN(C(=O)c2cc3ncc(Br)cn3n2)CC1	8%	-7%	-15%
CCOC(=O)c1cc(-c2cccs2)nn1CCC#N	-6%	0%	-2%
NC(=O)CCn1nc(-c2ccccc2)c2ccccc2c1=O	15%	-2%	0%
Cc1ccsc1/C=N/N1CCN(c2ccccc2)CC1	-18%	-4%	12%
O=C(NCc1cccnc1)C1c2ccccc2C(=O)N1Cc1ccccc1 (stereo not given)	-4%	17%	4%
Cn1c(=O)[nH]c(=O)c2c1nc(Br)n2Cc1ccccc1Cl	-2%	6%	4%

No new results follow: entries from further up.
SMILES	N370S GC	FEN1 inhibitor	TDP1 inh
Cc1cccc(CCNC(=O)C2CCC(CNS(=O)(=O)c3c(C)cc(C)cc3C)CC2)c1 (stereo not given)	nt	7%	-3%
COc1cc(NS(=O)(=O)c2ccc(NC(=S)NC(=O)c3cccs3)cc2)nc(OC)n1	1%	-1%	0%
CCOC(=O)/C(=N\Nc1ccc(OC)cc1)c1csc(Nc2ccccc2)n1	nt	-13%	8%
CC(C)(C)c1cnnn1-c1ccc(/C=N/Nc2ccc([N+](=O)[O-])cc2)cc1	-6%	-24%	1%
Cc1nnc(SCC(=O)NCc2ccc3c(c2)OCO3)[nH]c1=O	-17%	0%	4%
Cc1ccc(NC(=O)C2CCCN2S(=O)(=O)c2ccc3nc(-c4ccccc4)[nH]c3c2)cc1F (stereo not given)	nt	-8%	-3%
Cc1ccc(NC(=O)CSc2ccc(-c3ccccn3)nn2)cc1F	8%	11%&-3%	2%&0%
N#Cc1ccsc1NC(=O)CN1CCOCC1	0%	-12%	0%
O=C(c1cccc(F)c1)N1CCN(C(=O)c2cc3ncc(Br)cn3n2)CC1	8%	-7%	-15%
CCOC(=O)c1cc(-c2cccs2)nn1CCC#N	-6%	0%	-2%
NC(=O)CCn1nc(-c2ccccc2)c2ccccc2c1=O	15%	-2%	0%
Cc1ccsc1/C=N/N1CCN(c2ccccc2)CC1	-18%	-4%	12%
O=C(NCc1cccnc1)C1c2ccccc2C(=O)N1Cc1ccccc1 (stereo not given)	-4%	17%	4%
Cn1c(=O)[nH]c(=O)c2c1nc(Br)n2Cc1ccccc1Cl	-2%	6%	4%
